# High-throughput results: PubChem BioAssay, PCMD
# Yeast tox: Compounds toxic to wild-type S. cerevisiae growth | A595 turbidity, 16 h | growth inhibition, % at 25 µM (by protocol) | 30,000 compounds, 0.3% hits;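 active = mutant and wild-type yeast strains alike exhibit over 30% growth inhibition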;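 also: 0% = untreated cell controls and 100% = YPD media blanks without cells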
#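 Schedule: 16 h growth with compound, 30 °C. System: yeast, wild-type or eIF2Bepsilon-R284H mutant. Doses: one dose, 25 µM compound[…]. Buffer or medium: YPD. Signal: turbidity measured as absorbance at 595 nm. Read-out basis: growth inhibition (%) versus cell controls and blanks.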
# Yeast eIF2B: eIF2B (yeast) activity modulation; inhibition, % at 25 µM (by protocol); S. cerevisiae eIF2B-epsilon R284H, GCN4-lacZ luminescence; 27,000 compounds, 0.91% hits;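 active = mutant luminescence inhibited past about 50% while wild type luminescence and mutant growth stay under set limits, limit read from the data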; also: some compounds called inactive have numbers as strong as hits
#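 Times: 16 h growth with compound at 30 °C, 90 min Beta-Glo step; Assay system: yeast eIF2B-epsilon R284H mutant carrying GCN4–beta-galactosidase fusion; Measure: % inhibition of reporter signal and growth versus controls; Dosing: one concentration, 25 µM, 0.25% DMSO; Buffer or medium: YPD yeast growth medium; Measured by: Beta-Glo luminescence plus absorbance at 595 nm.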
# Yeast tox inhibition %: also measured in Yeast tox; calls as there; growth inhibition, %; S. cerevisiae eIF2Bepsilon-R284H mutant growth, A595 turbidity, 16 h;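 each compound tested once at 25 µM; 0% equals untreated cells and 100% equals cell-free medium blanks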
# Yeast eIF2B mutant toxicity: second read-out of Yeast eIF2B, no call of its own (marks repeat the call); growth inhibition, %; measured here: mutant yeast growth, toxicity;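 each compound tested once at 25 µM; zero equals untreated control growth and 100 equals blank medium absorbance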
# Numbers without * were called inactive; . = no result given.
molecule | Yeast tox | Yeast tox inhibition % | Yeast eIF2B | Yeast eIF2B mutant toxicity
Cc1cc(NC(=O)CCC(=O)N(c2ccccc2)C(C(=O)NC2CCCCC2)c2cccs2)no1 (configuration not stated) | 6 | 3 | -26 | 3
O=C(CS(=O)(=O)Cc1ccccc1)NCC1CCCO1 (configuration not stated) | -11 | -14 | -29 | -14
O=C(Nc1ccc(S(=O)(=O)N2CCc3ccccc32)cc1)c1ccco1 | 46 | -11 | 15 | -11
O=S(=O)(c1ccc(C2CCCCC2)cc1)N1CCN(c2ncccn2)CC1 | -39 | -4 | 3 | -4
Cc1nnc(N2CCN(c3ccccc3)CC2)[nH]c1=O | 16 | -5 | 1 | -5
CCN1CC=C2C(C#N)=C(N)C(C#N)(C#N)C(c3cc(Cl)ccc3Cl)C2C1 (configuration not stated) | 7 | 15 | 26 | 15
CCOC(=O)Cc1c(C)nc2c(-c3ccccc3)c[nH]n2c1=O | . | . | -5 | .
Nc1nc(CSc2nnnn2-c2ccc(F)c(Cl)c2)nc(N2CCOCC2)n1 | 12 | 14 | 22 | 14
CCCc1cc(=O)oc2c(CN3CCCC3)c(O)c(Cl)cc12 | 2 | 3 | 2 | 3
O=C(CSc1nc2c(sc3ccccc32)c(=O)n1CCc1ccccc1)NCc1ccco1 | 4 | -5 | 25 | -5
CSc1ccc(CNc2ccccn2)cc1 | 14 | 23 | 27 | 23
COc1ccc(C(=O)N2CCCC(c3ccccc3)C2)cc1 (configuration not stated) | -3 | -4 | 14 | -4
O=C(NCc1ccccc1)c1ccc(COCC(F)(F)F)o1 | . | . | -6 | .
COc1ccccc1C(=O)NC(C)C(c1cccs1)N1CCN(C)CC1 (configuration not stated) | 14 | 19 | -4 | 19
Cn1c(SCC(=O)Nc2ccc(N3CCOCC3)c(Cl)c2)nnc1C(O)c1ccccc1 (configuration not stated) | -2 | -15 | . | .

# Given as labelled records: 2 of the compounds above
> COc1ccccc1C(=O)NC(C)C(c1cccs1)N1CCN(C)CC1 (configuration not stated)
  Yeast tox = 14
  Yeast tox inhibition % = 19
  Yeast eIF2B = -4
  Yeast eIF2B mutant toxicity = 19

> Cn1c(SCC(=O)Nc2ccc(N3CCOCC3)c(Cl)c2)nnc1C(O)c1ccccc1 (configuration not stated)
  Yeast tox = -2
  Yeast tox inhibition % = -15
  Yeast eIF2B = .
  Yeast eIF2B mutant toxicity = .

# (list continues)
molecule | Yeast tox | Yeast tox inhibition % | Yeast eIF2B | Yeast eIF2B mutant toxicity
Cc1c(C2CC(=O)N(c3ccccc3)C2=O)[nH]n(-c2ccccc2)c1=O (configuration not stated) | -3 | 2 | 8 | 2
Cc1oc(-c2ccc(Cl)cc2)cc1-c1nn2c(-c3ccoc3C)nnc2s1 | . | . | -8 | .
Cn1c(-c2ccc(CN3CCCCC3)o2)nc2ccccc21 | 8 | 10 | 13 | 10
COc1ccc(C(=O)N2CCN(C3CCCCC3)CC2)c(OC)c1 | . | . | -9 | .
CC(=O)c1cc(C#N)c(SCc2ccccc2C#N)nc1C | -20 | 30 | -13 | 30
Cc1ccc(C)c(Cn2c(=O)n(CCC(=O)NCc3ccco3)c(=O)c3sccc32)c1 | -42 | -34 | 31 | -34
Cc1cccc(-c2nsc(SCC(=O)N3CCCC3)n2)c1 | 6 | 0 | 30 | .
Cc1ccc(C)c(NC(=O)CSc2nnc(-c3ccccc3)n2N)c1 | -2 | -4 | 8 | -4
CC12CC(c3ccccc3O1)N(C(=O)c1ccc(Br)o1)C(=O)N2c1ccccc1 (configuration not stated) | -11 | 3 | . | .
CCCn1c(SCC(=O)Nc2ccccc2-c2ccccc2)nnc1-c1ccoc1C | -12 | 3 | 18 | 3
CCOC(=O)CSc1nc(C)c(C(=O)OCC)s1 | . | . | -1 | .
Cc1ccnc(NS(=O)(=O)c2ccc(NC(=O)c3c(-c4ccccc4Cl)noc3C)cc2)n1 | -11 | -2 | 40 | -2
CC(=O)Nc1nc2ccccc2n1CCOc1ccccc1 | -1 | 0 | -19 | .
CCN(CC)CCCNC(=O)C1c2ccccc2C(=O)N1Cc1ccc(C)cc1 (configuration not stated) | -4 | -24 | 21 | -24
CCCC(=O)NCCCc1nc2ccccc2n1CCC | 8 | 8 | -14 | 8
S=c1[nH]nc(CSc2nc3ccccc3s2)o1 | 15 | 34 | -13 | 34
CC1CCCCN1S(=O)(=O)c1ccc(NC(=O)CSc2nnnn2C)cc1 (configuration not stated) | -4 | -8 | 32 | -8
CCCCOc1ccc(Nc2nc(C)cc(C)c2C#N)cc1 | -15 | -4 | 5 | -4
C=C(C)COc1ccc(-c2[nH]ncc2Oc2ccccc2OC)c(O)c1 | 23 | -4 | 19 | -4
COc1ccc(C(=O)N(CCCO)C(C)C(=O)NC2CCCCC2)cc1OC (configuration not stated) | -8 | 0 | . | .
Cc1cc(C(=O)N2CCN(c3ccccc3)CC2)no1 | 14 | 8 | 21 | 8
CC1Cc2ccccc2N1C(=O)Cn1c(=O)cc(O)c2ccccc21 (configuration not stated) | -2 | -39 | 32 | -39
COc1ccccc1OCCOCCn1cnc2ccccc2c1=O | 22 | -14 | . | .
COC(=O)c1ccc(C2C(C#N)=C(C)NC3=C2C(=O)CC(C)(C)C3)cc1 (configuration not stated) | 15 | 4 | -3 | 4
CCc1nc2ccccc2c(C(=O)OCC(=O)NCc2ccco2)c1C | 9 | -4 | 18 | -4
c1ccc(-c2cc(-c3nc(-c4cccnc4)no3)c3ccccc3n2)cc1 | -7 | -8 | 14 | -8
COc1ccc(N2CCN(C(=O)CN(c3ccccc3)S(=O)(=O)c3ccc(OC)cc3)CC2)cc1 | 37 | 14 | 9 | 14
Cc1ccc(OCCCC(=O)Nc2nccs2)cc1 | 5 | 0 | 12 | .
CC1CCC(C(=O)c2c(O)c3ccccc3oc2=O)CC1 (configuration not stated) | 8 | 22 | . | .
Cc1nc(COC(=O)c2ccc(S(=O)(=O)N3CCCC3)cc2)cs1 | 9 | -3 | -15 | -3

# 2 entries from above, with values under each structure.
# Under each structure: Yeast tox | Yeast tox inhibition % | Yeast eIF2B | Yeast eIF2B mutant toxicity
> Cc1ccc(OCCCC(=O)Nc2nccs2)cc1
→ 5 | 0 | 12 | .
> CC1CCC(C(=O)c2c(O)c3ccccc3oc2=O)CC1 (configuration not stated)
→ 8 | 22 | . | .

# (cont.)
molecule | Yeast tox | Yeast tox inhibition % | Yeast eIF2B | Yeast eIF2B mutant toxicity
Cc1ccc(S(=O)(=O)NC(CC(=O)N2CCOCC2)c2ccco2)cc1 (configuration not stated) | 7 | 24 | 17 | 24
O=C(Nc1cccnc1)C1CCCN(S(=O)(=O)c2ccccc2)C1 (configuration not stated) | 13 | 15 | . | .
COc1ccc(C2(C(=O)Nc3c(C)n(C)n(-c4ccccc4)c3=O)CCCC2)cc1OC | . | . | -5 | .
CC(NC(=O)COc1ccc(Oc2ccccc2)cc1)C(=O)O (configuration not stated) | 3 | -5 | -10 | -5
Cc1cc(C)c2c(n1)sc1c(N3CCN(CCO)CC3)ncnc12 | . | . | -18 | .
COc1ccc(Nc2nc(N)nc(COc3ccc(OC)cc3)n2)cc1 | -8 | 0 | -2 | .
Cn1cnnc1SCc1ccc(C(=O)O)cc1 | -3 | -3 | 30 | -3
CCCSc1nc(NCc2ccco2)c2c3c(sc2n1)COC(C)(C)C3 | 43 | -10 | -9 | -10
COC(=O)c1c(C(=O)OC)c(-c2cccc(C)c2)n2c1CS(=O)(=O)C2 | 29 | 8 | 22 | 8
CC(C)C[C@H](NC(=O)N1CCN(c2ccccc2)CC1)C(=O)O | 29 | 3 | -12 | 3
CC(=O)c1c(C)[nH]c(C(=O)N2CCN(c3cc(Cl)ccc3C)CC2)c1C | 15 | 26 | 12 | 26
COc1cccc(/C(O)=C2/C(=O)C(=O)N(Cc3cccnc3)C2c2ccco2)c1 (configuration not stated) | 1 | -14 | 20 | -14
CC(C)(C)c1ccc(C(=O)NNC(=O)Cc2ccccc2)cc1 | -2 | 22 | 20 | 22
Cn1c(=O)c2c(nc(N3CCCCCC3)n2CC(O)COc2ccc(Cl)cc2)n(C)c1=O (configuration not stated) | 1 | -7 | 33 | -7
Cc1onc(-c2ccccc2)c1C(=O)Nc1nc2c(s1)C(=O)CC(C)(C)C2 | -24 | -5 | 4 | -5
CCCn1c(NCCO)nc2ccccc21 | 6 | 16 | 22 | 16
O=C1Nc2ccccc2C12Nc1ccccc1-c1nc3ccccc3n12 (configuration not stated) | 6 | 4 | 22 | 4
O=C(CSc1ncn[nH]1)Nc1c(F)cc(F)cc1Br | 24 | -14 | -13 | -14
CC(C)NC1CS(=O)(=O)CC1O (configuration not stated) | 23 | 15 | . | .
Cc1ccnc(N2CCCC(C(=O)NCc3cccs3)C2)n1 (configuration not stated) | -8 | 6 | 31 | 6
COc1ccc(-c2nnn(Cc3ccccc3F)n2)cc1 | 8 | 6 | 5 | 6
CSc1nc2ccccc2n1CC(=O)N1CCCCC1 | 26 | -4 | 8 | -4
CCCNS(=O)(=O)c1ccc(OCC(=O)N2CCOCC2)cc1 | -9 | 4 | 0 | 4
CN(C)C(=O)Cn1cnc2c(cnn2-c2ccccc2Cl)c1=O | 8 | 0 | 36 | .
O=C1CC(c2ccccc2)CC(O)=C1C=NCCN1CCN(C(=O)Nc2ccccc2)CC1 (configuration not stated) | -3 | 5 | 16 | 5
Cc1noc(C)c1C(=O)N1CCN(CCc2ccccc2)CC1 | -13 | 0 | 0 | .
COC(=O)c1cccc(NC(=O)c2cccc(OC)c2)c1 | 40 | -10 | 28 | -10

# Molecules listed so far with an aryl methoxy group, in the order listed:
molecule | Yeast tox | Yeast tox inhibition % | Yeast eIF2B | Yeast eIF2B mutant toxicity
COc1ccc(C(=O)N2CCCC(c3ccccc3)C2)cc1 (configuration not stated) | -3 | -4 | 14 | -4
COc1ccccc1C(=O)NC(C)C(c1cccs1)N1CCN(C)CC1 (configuration not stated) | 14 | 19 | -4 | 19
COc1ccc(C(=O)N2CCN(C3CCCCC3)CC2)c(OC)c1 | . | . | -9 | .
C=C(C)COc1ccc(-c2[nH]ncc2Oc2ccccc2OC)c(O)c1 | 23 | -4 | 19 | -4
COc1ccc(C(=O)N(CCCO)C(C)C(=O)NC2CCCCC2)cc1OC (configuration not stated) | -8 | 0 | . | .
COc1ccccc1OCCOCCn1cnc2ccccc2c1=O | 22 | -14 | . | .
COc1ccc(N2CCN(C(=O)CN(c3ccccc3)S(=O)(=O)c3ccc(OC)cc3)CC2)cc1 | 37 | 14 | 9 | 14
COc1ccc(C2(C(=O)Nc3c(C)n(C)n(-c4ccccc4)c3=O)CCCC2)cc1OC | . | . | -5 | .
COc1ccc(Nc2nc(N)nc(COc3ccc(OC)cc3)n2)cc1 | -8 | 0 | -2 | .
COc1cccc(/C(O)=C2/C(=O)C(=O)N(Cc3cccnc3)C2c2ccco2)c1 (configuration not stated) | 1 | -14 | 20 | -14
COc1ccc(-c2nnn(Cc3ccccc3F)n2)cc1 | 8 | 6 | 5 | 6
COC(=O)c1cccc(NC(=O)c2cccc(OC)c2)c1 | 40 | -10 | 28 | -10

# Only part of the results is shown. The share of hits here may be higher or lower than overall.
